# Assay outcomes deposited in PubChem by several laboratories.
# GALR2 blocker – blocks the human galanin receptor 2; O43603; GALR2-expressing cells, antagonist mode; inhibition, % at 4 µM; 140,000 tested, 0.39% active; AID 828; in the data active means inhibition above about 27%;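 further: cells stimulated with galanin 1-16 at roughly its EC80; 0% = agonist challenge control and 100% = basal control without agonist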
# Target sequence (O43603 whole entry, looked up): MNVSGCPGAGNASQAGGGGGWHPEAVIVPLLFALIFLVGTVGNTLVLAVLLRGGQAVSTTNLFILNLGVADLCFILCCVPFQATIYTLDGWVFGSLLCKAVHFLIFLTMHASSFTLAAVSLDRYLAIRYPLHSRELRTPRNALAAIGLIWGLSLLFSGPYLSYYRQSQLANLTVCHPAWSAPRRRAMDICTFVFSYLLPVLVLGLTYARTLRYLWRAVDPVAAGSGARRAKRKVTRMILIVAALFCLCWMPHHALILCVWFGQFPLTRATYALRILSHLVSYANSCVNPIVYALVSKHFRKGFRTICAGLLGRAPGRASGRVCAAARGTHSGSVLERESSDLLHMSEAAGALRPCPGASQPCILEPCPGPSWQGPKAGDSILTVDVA
# E-sel TNF inh – blocks E-selectin expression induced by TNF alpha | AID 1246 | 120,000 tested, 0.71% active | HUVEC TNFa-induced E-selectin immunofluorescence, high content | inhibition, % at 2 µM;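 active means inhibition above the batch mean plus 3 SD, and confirmed as a hit on visual image review, cut at about 43% in these data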;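 further: 0% = TNF-stimulated DMSO wells and 100% = unstimulated control wells; not every result past the cut was called active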
# Phagocytosis inh – inhibitors of macrophage phagocytosis | J774A.1 macrophage IgG-bead phagocytosis, imaging | inhibition, % at 5 µM | 110,000 tested, 0.07% active | AID 1029;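 active means inhibition above the mean of the plate negative controls plus 5 SD, cut at about 13% in these data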;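 further: phagocytic index as fraction of beads internalized from green versus red external bead signal; plate controls were DMSO negative control for no effect and cytochalasin-D positive control for full effect; some results beyond the cut were filed as inactive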
# Measles CPE – protection of cells from measles virus; Measles virus-infected cells, CPE protection, absorbance; protection (pct of control), % at 4 µM; 140,000 tested, 1.5% active; AID 841; in the data active means protection mostly above about 24%, no sharp cut-off; inactive means mostly below about 26%; further: some compounds called inactive have numbers as strong as hits
# MRP-1 activ – MRP-1 activation. H69AR cells + doxorubicin, viability rescue, CellTiter-Glo. viability increase, % at 10 µM. 140,000 tested, 0.61% active. AID 799;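 active means viability gain under doxorubicin at or above a set limit, the compound median plus 3 SD, cut at about 4.7% in these data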;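 further: MRP-1 overexpressing cells given doxorubicin 25 µM after compound pretreatment; 18-22 h compound pretreatment then 72 h with doxorubicin before readout; 0% = doxorubicin-only wells and 100% = vehicle-treated cells without doxorubicin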
# BB579 growth dn – reduces growth of yeast BB579 in restrictive medium | S. cerevisiae BB579 growth, OD615, 48 h | inhibition, % at 10 µM | 140,000 tested, 0.51% active;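 active means inhibition above a set limit, 3 SD over the mean compound inhibition, cut at about 44% in these data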; further: inactives centre near -24
#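 Assay system: S. cerevisiae DeaD strain BB579 yeast. Medium: CSMM-D restrictive synthetic medium containing dextrose (glucose). Times: 4 h cell preincubation, 48 h compound exposure, 30 °C humidified. Signal: OD615 turbidity measurement. Benchmarks: positive control amphotericin B 10 µg/mL.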
# HCT116 PTEN-null – suppresses growth of cells with PTEN deletion; HCT116 PTEN-null viability, CellTiter-Glo, 60 h; stronger effect = lower value; viability, % at 10 µM; 140,000 tested, 1.2% active;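 active means viability at or below a set limit, 4 SD under the median of all tested compounds, cut at about 3.7% in these data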;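 further: PTEN knockout HCT116 line with beta catenin targeted HCT116 as companion control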
# NPY-Y2 antag – blocks the human neuropeptide Y Y2 receptor. P49146. NPY-Y2 expressing cells, antagonist mode. inhibition, % at 2.7 µM. 140,000 tested, 0.99% active. AID 793; in the data active means inhibition above about 17%;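 further: 0% = vehicle with agonist challenge and 100% = reference antagonist with challenge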
# Target sequence (P49146 whole entry, looked up): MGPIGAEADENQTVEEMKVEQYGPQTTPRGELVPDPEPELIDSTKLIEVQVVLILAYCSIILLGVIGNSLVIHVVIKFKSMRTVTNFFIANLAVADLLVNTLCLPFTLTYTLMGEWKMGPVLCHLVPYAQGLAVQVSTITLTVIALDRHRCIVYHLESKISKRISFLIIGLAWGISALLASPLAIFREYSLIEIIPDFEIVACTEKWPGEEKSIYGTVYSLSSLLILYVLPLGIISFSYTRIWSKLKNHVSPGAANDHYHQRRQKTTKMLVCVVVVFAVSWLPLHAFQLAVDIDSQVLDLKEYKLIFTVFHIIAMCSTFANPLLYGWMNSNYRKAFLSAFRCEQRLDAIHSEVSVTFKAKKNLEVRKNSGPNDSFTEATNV
# Yeast life ext – yeast lifespan extension; S. cerevisiae growth with nicotinamide, OD615; deaD strain in restrictive glucose medium; inhibition of the nicotinamide effect, % at 10 µM; 130,000 tested, 0.68% active; AID 775;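 active means inhibition above a set limit, placed 3 SD over the median of all compounds, cut at about 26% in these data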;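 further: 0% = nicotinamide-treated wells and 100% = cells grown without nicotinamide; some compounds called inactive have numbers as strong as hits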
#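 System: Modified budding yeast, DeaD strain | Buffer or medium: Restrictive glucose medium | Also added: 1.5 mM nicotinamide | Doses: 10 µM single point, 0.25% DMSO | Schedule: 48 h compound exposure at 30 °C, humidified | Detection: Absorbance at 615 nm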
# HCT116 bCat-KO – beta-catenin-lacking colon tumor cell growth suppression; HCT116 beta-catenin knockout viability, CellTiter-Glo, 60 h; stronger effect = lower value; AID 818; 140,000 tested, 1.5% active; viability, % at 10 µM;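 active means viability at or under a set limit, the compound median less 4 SD, cut at about 6% in these data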;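 further: 0% = Hyamine 1622 control at 20 µM and 100% = untreated cell control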
# Starred values were filed as active, the others as inactive; x = no result given.
SMILES,GALR2 blocker,E-sel TNF inh,Phagocytosis inh,Measles CPE,MRP-1 activ,BB579 growth dn,HCT116 PTEN-null,NPY-Y2 antag,Yeast life ext,HCT116 bCat-KO
COC(=O)c1ccc(CSc2nc3ccccc3c(=O)n2CC(C)C)o1,1,-41,-1,23,-3.9,-42,76,8,-13,77
O=C(Cc1c(Cl)cccc1Cl)NCCc1ccc(Cl)cc1,9,x,-2,9,-0.9,-15,93,2,2,91
COc1ccccc1C(=O)Nc1cc2cc(Cl)ccc2oc1=O,19,-27,x,4,-3.3,-14,14,1,-32,17
CCN(CC)S(=O)(=O)c1ccc(OC)c(NC(=O)CSc2cc(C)ccc2C)c1,-4,x,-5,3,-1.6,-32,80,4,5,85
O=C(COC(=O)CNC(=O)c1cccc([N+](=O)[O-])c1)Nc1cccc(S(=O)(=O)N2CCCCC2)c1,3,2,0,12,0.2,-61,103,2,2,97
Cc1nc2sc(C(c3ccccc3)N3CCN(C(=O)c4ccco4)CC3)c(O)n2n1 (stereo not given),11,6,x,15,-2.1,-41,99,-1,x,93
O=C(O)c1ccc(-c2ccc(Cl)cc2Cl)o1,0,61*,-1,12,-2.0,25,91,9,-9,103
CCCC(=O)Nc1ccccc1NC(=O)CCC,24,-29,x,6,-0.7,-23,92,3,-9,88
O=C(COc1ccc(Cl)cc1Cl)N/N=C1\CCCc2ccccc21,1,-17,0,1,1.5,-8,77,7,-5,82
CC(C)(C)c1ccc(OCC(=O)NNC(=S)NC(=O)c2ccccc2[N+](=O)[O-])c(Br)c1,-18,6,-2,5,-3.9,-38,66,2,31*,56
CC(=O)Nc1cccc(NC(=O)C2CC3CCC2C3)c1 (stereo not given),1,-9,-1,3,-3.1,-26,88,1,-11,80
O=C(NCCN1CCOCC1)c1c(F)c(F)c(F)c(F)c1F,-8,-2,-2,3,-1.9,-6,90,1,0,91
COCCN(C(=O)CSc1nnc(C)n1-c1ccccc1)c1c(N)n(Cc2ccccc2)c(=O)[nH]c1=O,8,x,x,7,-0.7,-29,96,0,7,90
Cc1ccc(NC(=O)c2ccc(Cn3cc(Br)cn3)o2)cc1,-3,13,x,4,-1.5,-38,73,7,x,74
O=C(COc1ccccc1[N+](=O)[O-])N/N=C/c1cccc(OC(=O)c2ccc3c(c2)OCO3)c1,2,13,-7,8,1.2,-6,80,1,-4,78
CCOc1ccc(-n2c(C)c(C(C)=O)c(C(C)=O)c2C)cc1,-5,15,x,8,-1.5,-23,83,0,x,85
CCCc1nn2c(=O)cc(O)nc2s1,1,x,-7,10,-0.5,-56,99,1,3,102
Cc1nc(NC(=O)C2CC3CCCC(C2)C3=O)sc1C (stereo not given),11,-57,0,15,-1.5,-11,103,3,-1,102
COc1ccc(NC2=C(C)C(=O)CC2)cc1,1,-5,-1,5,-3.6,1,57,2,-4,65
CCN(CC)CCN1C(=O)c2oc3ccccc3c(=O)c2C1c1ccccc1 (stereo not given),-3,x,0,3,-2.5,7,87,3,-10,93
O=C(CCCn1c(=S)[nH]c2cc3c(cc2c1=O)OCO3)NC1CC1,13,-39,x,7,-0.4,-19,98,0,-22,101
COc1ccc(CNC(=O)C2CCC(CNS(=O)(=O)c3cccc4nsnc34)CC2)cc1 (stereo not given),7,20,0,19,0.1,-23,102,4,-7,97
O=C(NC1=NCCS1)c1cc2ccccc2o1,-4,-9,0,9,-0.2,-31,95,-1,21,93
OC(Cc1nc2ccccc2[nH]1)c1ccccc1Cl (stereo not given),7,-2,x,51*,3.1,8,102,1,-4,92
CSc1nc(C)c2c(n1)N(c1ccc(F)cc1)CC2,-3,18,x,4,-1.4,-13,98,2,-28,100
SMILES,GALR2 blocker,E-sel TNF inh,Phagocytosis inh,Measles CPE,MRP-1 activ,BB579 growth dn,HCT116 PTEN-null,NPY-Y2 antag,Yeast life ext,HCT116 bCat-KO
Cc1ccc(-c2nn3c(C)nnc3s2)cc1N,-9,2,0,7,1.5,-33,93,0,x,97
O=C(O)CCCCCN1C(=O)CCC1=O,0,x,0,3,-1.7,-23,98,2,-9,96
CC(C)(C)c1cc(NC(=O)C2CCCO2)no1 (stereo not given),-5,-13,0,6,0.7,-47,102,3,4,86
Nc1ccccc1C#Cc1ccccc1,0,7,x,3,-1.9,-32,103,-2,-15,104
COc1ccc(Cl)cc1N1C(=O)[C@@H]2C(c3cccc(OC)c3OC)=NO[C@@H]2C1=O,1,13,0,3,-3.2,15,103,7,-21,96
C=C(C)c1cccc(C(C)(C)NC(=O)NC(c2ccccc2)c2ccc(OC)cc2)c1 (stereo not given),-16,x,-8,16,0.4,-12,73,9,6,70
COc1ccc(CNC(=O)c2cc3c(=O)n4ccccc4nc3n(Cc3cccnc3)c2=N)cc1,5,x,0,5,-3.1,-21,76,-2,-10,81
COc1cccc(NC(=O)C2CCN(Cc3cnn(-c4ccccc4)c3-n3cccc3)CC2)c1,-6,-2,0,3,-1.1,-44,52,7,-6,51
Cc1ccc(S(=O)(=O)N/N=c2\oc3ccccc3cc2C(=O)Nc2cccc(C)c2)cc1,4,x,1,25,-2.9,-15,100,-1,-3,103
CCOP(=O)(c1ccccc1)C(O)c1ccc(F)cc1 (stereo not given),-9,x,-1,6,0.6,-2,102,1,10,89
O=C(CCl)NNc1cccc(Cl)n1,4,-16,0,29*,-3.9,-16,100,3,3,94
O=C(CSc1nnc(-c2n[nH]c3ccccc23)n1-c1ccccc1)Nc1cccc(Cl)c1,-12,x,-4,16,-3.0,-47,65,-2,7,70
COC(=O)c1ccc(N/C(=N/S(=O)(=O)c2ccccc2)c2ccccc2)cc1,5,3,-1,19,-1.4,5,106,0,-5,95
CCOc1ccc(S(=O)(=O)N(C)c2ccc(OCC(=O)N3CCOCC3)cc2)cc1,-4,-9,0,5,-1.5,-72,102,1,-6,99
CS(=O)(=O)Nc1ccccc1C(=O)N1CCCC1,-9,-5,0,22,-0.4,-75,94,-2,0,98
CCCc1nc2oc(C(=O)c3ccccc3)c(N)c2c2c1COC(C)(C)C2,3,24,0,16,-1.1,-65,45,4,-1,35
Cc1ccc(S(=O)(=O)N/N=C\c2ccc([N+](=O)[O-])o2)cc1,-7,-46,0,1,-1.2,29,75,8,-2,66
Cc1csc(NC(=O)C2CCCO2)n1 (stereo not given),4,-33,x,16,-0.6,-28,93,-1,-7,96
CCOC(=O)c1sc(N)c(C#N)c1COC(=O)CNC(=O)c1cc(OC)c(OC)c(OC)c1,2,-10,0,4,-0.9,-50,x,3,-10,105
O=C1CN(c2nnnn2-c2ccccc2)CCN1,-16,x,-1,24,-3.3,-40,91,-1,2,98
Cc1ccc(-c2ccc(/C=C/C(=O)c3ccccc3)o2)cc1,-1,x,5,13,-0.4,-9,86,1,6,87
Cc1ccc(S(=O)(=O)N(CC(O)CN2CCOCC2)c2cc(Cl)ccc2Cl)cc1 (stereo not given),2,-17,-2,19,-1.9,-57,93,1,-7,89
COc1ccc(/C=N/NC(=O)c2ccc3ccccc3c2)cc1OS(=O)(=O)c1ccc(NC(C)=O)cc1,2,-41,x,12,-0.8,-43,14,12,-10,14
O=C(Oc1ccc2c(=O)c(Cl)coc2c1)c1cccnc1,6,-11,x,5,-2.6,23,94,-1,-28,101
O=C(CSc1nnc(-c2ccccc2)n1-c1ccccc1)c1ccc[nH]1,0,x,-7,27,-0.1,-26,89,4,1,99
SMILES,GALR2 blocker,E-sel TNF inh,Phagocytosis inh,Measles CPE,MRP-1 activ,BB579 growth dn,HCT116 PTEN-null,NPY-Y2 antag,Yeast life ext,HCT116 bCat-KO
C=CCn1c(SCc2nc3ccccc3nc2C)nnc1-c1ccoc1C,-5,-7,0,1,-1.4,-26,85,3,-1,91
CC(=O)N1CCc2cc(Br)cc(S(=O)(=O)N3CCCCCC3)c21,-1,x,-3,16,-1.2,-25,83,-1,-3,96
O=C1CC(c2cccc(Oc3ccccc3)c2)NC(=O)N1 (stereo not given),7,x,0,12,-0.9,1,102,1,-4,88
Brc1ccc2oc3c(N4CCOCC4)ncnc3c2c1,12,-42,-1,6,-1.4,-16,75,8,-16,78
COc1ccc(NC(=O)CSc2nnc(-c3ccc(C)cc3)n2N)cc1,4,x,0,19,-0.8,-23,99,-1,-11,100
N#C/C(=C\C=C\c1ccccc1)C(=O)Nc1ccccc1,20,7,2,16,-2.8,-56,62,7,-2,57
CCCCc1nc2n[nH]c(N)c2c2c1CCCC2,-17,17,0,4,-2.4,0,112,3,5,104
COc1cc(-c2nnc(COc3ccc(Cl)cc3C)o2)cc(OC)c1OC,-8,10,0,6,-1.0,-75,103,11,-7,99
CCOC(=O)CSc1nnc(-c2cccnc2)o1,-4,4,x,2,-0.6,-37,99,-1,x,99
COCCN(C(=O)CNC(=O)c1ccco1)C(C(=O)NC1CCCCC1)c1cccs1 (stereo not given),19,-2,x,8,-2.2,-11,96,5,x,97
COc1ccc(NC(=O)C(NC(=O)c2ccc(=O)[nH]c2)c2ccc(OC)cc2)cc1 (stereo not given),-3,x,-2,12,2.0,-8,108,1,-5,100
CCOC(=O)C1CCc2nc3ccccc3c(=O)n21 (stereo not given),4,-34,-1,5,0.1,-21,99,0,4,108
Cc1onc(-c2ccccc2Cl)c1C(=O)OCC(=O)Nc1ccc2c(c1)OCO2,5,-6,-1,26,5.7*,-57,83,1,-1,80
Cc1sc(=NC(=O)c2ccco2)n(C)c1-c1ccccc1,-9,4,x,1,0.4,-17,87,1,-17,101
COc1ccc(OC)c(N=Cc2c(O)[nH]c3ccccc23)c1,-4,8,x,5,-0.6,-35,97,-1,-26,99
Cc1cc(C)cc(NS(=O)(=O)c2ccc3oc(=O)ccc3c2)c1,-1,-26,-1,25,0.1,-41,56,1,-10,71
CCN(CC)C(=O)CC1(c2ccccc2OC)CCOC(C(C)C)C1 (stereo not given),4,15,0,11,-3.4,-13,91,2,0,94
CCCCN(NC(C)=O)c1nc(Cl)nc(NC(C)C)n1,-8,x,1,12,-0.2,-12,101,1,-10,97
COc1ccc(CCNC(=O)CSc2nc(-c3ccco3)cc(C(F)(F)F)n2)cc1,8,x,x,25,-5.6,-7,86,9,1,93
COC(=O)c1nnn(Cc2ccccc2)c1N,1,x,-3,4,-2.7,-7,89,0,-29,91
Cc1ccc(-c2nn3c(C)nnc3s2)cc1NC(=O)c1ccc(OC(C)C)cc1,-3,29,0,11,-3.8,-21,80,3,-7,73
O=C(Nc1cccc(Cl)c1)O/N=C\c1ccncc1,5,x,x,20,-3.2,-12,106,0,-41,91
CN1CCN(Cc2nc3c(c(=O)n(C)c(=O)n3C)n2CCCc2ccccc2)CC1,-3,-6,x,12,-4.2,-15,89,2,-6,85
Cc1ccc(C)c(N2CCN(C(=O)C3CCCN(S(=O)(=O)c4c(C)noc4C)C3)CC2)c1 (stereo not given),13,-41,0,7,-4.7,-12,27,0,-12,27
CCCc1c(C)c2c(C)[nH]nc2oc1=O,0,46,0,4,-1.6,1,100,0,-7,100

# Arranged by value in Yeast life ext (descending): some entries from above
SMILES | Yeast life ext
CCN(CC)C(=O)CC1(c2ccccc2OC)CCOC(C(C)C)C1 (stereo not given) | 0
Cc1sc(=NC(=O)c2ccco2)n(C)c1-c1ccccc1 | -17
COc1ccc(OC)c(N=Cc2c(O)[nH]c3ccccc23)c1 | -26
